hIAP inh: blocks human intestinal alkaline phosphatase | purified IAP, CDP-Star luminescence, 30 min | inhibition, % at 10 µM | 330,000 compounds, 0.12% hits;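 active = inhibition reaching a set limit with compound at 10 µM in the primary screen, cut at about 35% in these data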;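 also: plate controls were DMSO wells with enzyme for no effect and no-enzyme buffer wells for full effect; values of inactives mirror those of a sister screen read the other way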
Target sequence (P09923 whole entry, looked up): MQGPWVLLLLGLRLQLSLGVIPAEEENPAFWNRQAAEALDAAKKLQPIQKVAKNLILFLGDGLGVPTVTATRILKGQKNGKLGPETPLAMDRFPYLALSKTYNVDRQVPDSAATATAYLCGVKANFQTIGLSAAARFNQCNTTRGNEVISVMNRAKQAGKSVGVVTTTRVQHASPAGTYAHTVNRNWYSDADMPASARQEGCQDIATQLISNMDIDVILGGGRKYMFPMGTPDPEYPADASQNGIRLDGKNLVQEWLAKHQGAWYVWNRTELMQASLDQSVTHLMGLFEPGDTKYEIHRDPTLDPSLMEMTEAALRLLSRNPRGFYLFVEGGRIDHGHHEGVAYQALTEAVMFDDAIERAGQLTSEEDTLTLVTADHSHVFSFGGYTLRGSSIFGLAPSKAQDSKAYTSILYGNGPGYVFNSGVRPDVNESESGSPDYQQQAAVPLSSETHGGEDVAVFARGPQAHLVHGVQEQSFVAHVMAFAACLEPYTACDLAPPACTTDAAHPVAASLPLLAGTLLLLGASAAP
NR3A LBD binder: modulates the human NR3A ligand-binding domain. Tm shift relative to glycine control, % at 25 µM. NR3A LBD differential scanning fluorimetry, Tm shift; 0% = protein alone, 100% = glycine-bound protein. 340,000 compounds, 2.5% hits. AID 1259313;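 active = melting temperature shift of at least 10% of the positive control shift, at one fixed dose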
MIN6 prolif: MIN6 beta-cell proliferation induction. MIN6 cells proliferation, ATPlite luminescence, 48 h; cells starved in 0.2% serum; 100% = growth in 10% serum. proliferation, % at 10 µM. AID 2380. 330,000 compounds, 0.29% hits;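 active = compounds whose signal lies at least 3.5 SD above the mean of all wells on their plate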;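 also: 0% = DMSO-treated cells in low-serum medium and 100% = 10% serum control; some compounds called inactive have numbers as strong as hits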
A3A deaminase: human APOBEC3A DNA deaminase inhibition. P31941. recombinant A3A, FAM/TAMRA ssDNA deamination fluorescence. inhibition, % at 20 µM. 330,000 compounds, 0.41% hits. AID 493011;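 active = at least 40% inhibition at 20 µM here, with at most 30% in a related deaminase screen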;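 also: plate controls were A3A with DMSO for no effect and wells lacking A3A enzyme for full effect; some results filed as inactive read as strong as hits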
Target sequence (P31941 whole entry, looked up): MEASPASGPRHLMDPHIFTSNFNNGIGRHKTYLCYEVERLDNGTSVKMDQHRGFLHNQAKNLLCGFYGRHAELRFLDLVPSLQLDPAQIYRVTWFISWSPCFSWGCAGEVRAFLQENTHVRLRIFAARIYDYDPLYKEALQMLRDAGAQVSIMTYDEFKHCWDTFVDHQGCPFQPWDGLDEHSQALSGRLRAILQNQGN
APOBEC3G inh: APOBEC3G (human) deaminase inhibition. 330,000 compounds, 0.28% hits. inhibition, % at 20 µM. recombinant A3G, ssDNA deamination FAM/TAMRA fluorescence. Q9HC16;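 active = inhibition of at least 40% at 20 µM, with no more than 30% in the related APOBEC3A deaminase screen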;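 also: plate controls were DMSO wells with A3G for no effect and wells lacking A3G enzyme for full effect; some compounds called inactive have numbers as strong as hits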
mIAP inh: mouse IAP inhibition | purified mouse IAP, CDP-Star luminescence, 30 min | inhibition, % at 10 µM | 330,000 compounds, 0.2% hits | AID 2806;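 active = inhibition of at least 40% at 10 µM in the primary screen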;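 also: plate controls were DMSO with enzyme for no effect and no enzyme wells for full effect; values of inactives mirror those of a sister screen read the other way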
mIAP act: increases mouse intestinal alkaline phosphatase activity; muIAP, CDP-Star luminescence, 30 min; active compounds read high; 1 = vehicle-only enzyme signal, 0 = enzyme-free wells; activation factor at 10 µM; 330,000 compounds, 0.24% hits;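 active = activation factor of at least 2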; also: the source names both 10 and 20 µM as test concentration; values of inactives mirror those of a sister screen read the other way
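also added = chemiluminescent substrate CDP-Star | test system = mouse IAP enzyme | signal = chemiluminescence readout | compound = DMSO-dissolved test compounds | incubation = 30 min at room temperature | benchmarks = DMSO wells, no-enzyme wells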
MPTP block: permeability transition pore inhibition | 360,000 compounds, 1.4% hits | isolated mouse mitochondria, Ca2+ swelling absorbance, 30 min | inhibition, % at 10 µM;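 active = inhibition of 50% or more, scaled per plate between neutral and stimulator controls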;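 also: 0% = DMSO wells given calcium and 100% = 1 mM EGTA wells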
hIAP activ: increases human intestinal alkaline phosphatase activity. purified human IAP, CDP-Star luminescence, 30 min; active compounds read high; 1 = vehicle-only enzyme, 0 = enzyme-free background. activation factor at 10 µM. P09923. AID 2524. 330,000 compounds, 0.16% hits;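 active = activation factor of the enzyme at least 2-fold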; also: the source names both 10 and 20 µM as test concentration; values of inactives mirror those of a sister screen read the other way
* hit, by the source's call; · = not tested or not shown.

structure | hIAP inh | NR3A LBD binder | MIN6 prolif | A3A deaminase | APOBEC3G inh | mIAP inh | mIAP act | MPTP block | hIAP activ
S=C(Nc1ccccc1)Nc1cccc(Cl)c1Cl | -0.8 | -26.4 | -2.5 | 3.2 | -3.4 | -1.5 | 1.01 | 0.1 | 1.01
CCC(=O)Nc1nnc(-c2ccc(Cl)s2)o1 | -7.8 | 0.4 | -2.6 | -3.9 | -3.5 | -13.1 | 1.13 | 1.2 | 1.08
CC1=C(C#N)C(NC(=O)C(C)(C)C)(C(F)(F)F)C(=O)N1 (stereo not given) | 19.8 | 3.3 | 1.9 | 7.0 | -2.7 | 8.5 | 0.915 | 1.6 | 0.802
COc1cccc(OCc2nc3ccccc3[nH]2)c1 | -19.3 | -1.0 | -3.1 | -2.3 | -12.6 | -11.6 | 1.12 | -1.1 | 1.19
COc1ccc(NC(=O)Cc2ccc(C)cc2)cc1S(=O)(=O)N1CCCCC1 | -8.8 | -1.6 | -1.8 | -5.8 | -8.0 | -34.2 | 1.34 | -1.0 | 1.09
O=C(Nc1ccc(-c2cn3ccsc3n2)cc1)C1COc2ccccc2O1 (stereo not given) | -29.2 | 24.1* | -1.8 | 3.5 | 3.0 | -11.4 | 1.11 | -1.3 | 1.29
CCCc1cc(=O)[nH]c(SCC(=O)c2cc(C)n(C(C)COC)c2C)n1 (stereo not given) | 12.1 | -0.5 | -0.3 | 1.4 | -1.0 | -5.9 | 1.06 | 2.4 | 0.879
Cc1cc2ccccn2c1C(=O)c1ccc(Cl)c([N+](=O)[O-])c1 | 2.3 | -10.7 | -5.6 | 0.7 | -5.3 | 34.0 | 0.66 | 1.9 | 0.977
S=c1[nH]nc(CSCc2ccccc2Cl)n1-c1ccccc1 | -92.8 | 0.5 | -1.3 | -1.1 | -0.2 | -0.4 | 1 | 2.1 | 1.93
CCc1ccc(N2CC(C(=O)OCC(=O)Nc3ccc(C#N)cc3)CC2=O)cc1 (stereo not given) | -3.7 | -6.5 | -2.7 | -0.7 | 1.7 | 2.1 | 0.979 | -0.4 | 1.04
O=C(c1cccc(S(=O)(=O)NCc2ccccc2)c1)N1CCCCC1 | -2.3 | 1.7 | 0.9 | -1.4 | -6.3 | -1.7 | 1.02 | -0.3 | 1.02
COC(=O)c1ccc(C(=O)OC)c(NC(=O)/C=C/C(=O)O)c1 | -9.1 | -0.4 | -2.2 | -3.6 | -0.6 | -11.2 | 1.11 | 0.9 | 1.09
CCC(=O)NC(=S)NNC(=O)c1ccc(O)cc1 | -77.6 | -2.6 | -0.4 | -0.3 | 34.6 | 19.9 | 0.801 | 1.0 | 1.78
COc1ccc(-n2nc3c(N4CCC(C(=O)NCCc5ccccc5C)CC4)nnc(C)c3c2C)cc1 | -5.6 | 0.4 | -2.8 | -0.9 | 8.6 | -2.9 | 1.03 | 0.5 | 1.06
COCCCNC(=O)CCC(=O)NNc1nc2ccccc2c2nc(C)nn12 | -1.5 | 0.1 | 1.4 | 1.0 | -6.3 | 14.1 | 0.859 | 0.1 | 1.01
Cc1ccc(C(=O)N2CCCC2)cc1S(=O)(=O)Nc1ccccc1 | 1.2 | -17.4 | 0.1 | -1.6 | -6.4 | 1.0 | 0.99 | 0.7 | 0.988
COc1ccc(-c2[nH]ncc2-c2cnn(-c3ccccc3)c2)c(O)c1 | -7.9 | 0.2 | -2.4 | -0.1 | -7.9 | -0.2 | 1 | 4.2 | 1.08
C=CCn1c(=O)[nH]c2cc(C(=O)N3CCN(c4cc(C)ccc4C)CC3)ccc2c1=O | 5.8 | -1.3 | 0.1 | -1.6 | -2.6 | 8.9 | 0.911 | 2.8 | 0.942
CC(C)(C)OC(=O)[C@H](Cc1ccccc1)NC(=O)c1nc[nH]c1C(=O)N1CCN(c2ccccc2)CC1 | -50.1 | -2.7 | -6.1 | -4.1 | -10.8 | 5.7 | 0.943 | 0.3 | 1.5
CCOC(=O)N1CCC(c2[nH][nH]c(=O)c2C)CC1 | -8.6 | 0.5 | 1.1 | 4.1 | 3.7 | -3.3 | 1.03 | -0.1 | 1.09
Brc1c(-c2ccc3c(c2)OCO3)nc2ncccn12 | -0.4 | -0.4 | 1.3 | 9.0 | -6.1 | 4.0 | 0.96 | 2.2 | 1
Cc1nnc(SCC(=O)NCC2CCCO2)n1-c1ccccc1 (stereo not given) | 3.8 | -0.6 | 1.3 | -2.3 | -6.5 | -6.3 | 1.06 | -0.8 | 0.962
CC1=C(C(=O)O)N2C(=O)C(NC(=O)c3nn(C)cc3[N+](=O)[O-])C2SC1 (stereo not given) | 3.6 | 1.8 | 1.1 | -2.5 | -6.7 | 6.8 | 0.932 | -0.5 | 0.964
O=C(CNc1ccccc1)N/N=C/c1ccc2c(c1)OCO2 | -1.7 | -1.3 | 2.0 | -3.6 | -2.1 | 0.5 | 0.995 | 0.0 | 1.02
N/C(=N\OC(=O)COc1ccc(Cl)cc1)c1ccc(Cl)cc1 | -5.7 | -2.6 | -3.0 | -4.1 | -1.7 | 3.6 | 0.964 | 0.4 | 1.06
c1ccc2c(c1)CCNC2c1ccncc1 (stereo not given) | 7.8 | -0.5 | -1.3 | 1.3 | -5.6 | -3.1 | 1.03 | 0.6 | 0.922
O=C(CCCn1c(=S)[nH]c2cc3c(cc2c1=O)OCO3)NCc1ccccc1Cl | -13.9 | -3.0 | -0.7 | -6.2 | -8.5 | 0.7 | 0.993 | -1.6 | 1.14
O=C(NCCCN1CCc2ccccc2C1)C1CCN(S(=O)(=O)N2CCC3(CC2)OCCO3)CC1 | 3.2 | -3.5 | -4.2 | 0.3 | -2.1 | -4.3 | 1.04 | 0.7 | 0.968
CC1(C)CC[C@@]2(C(=O)O)C(C1)C1=CCC3[C@@]4(C)CC[C@H](O)C(C)(C)C4CC[C@@]3(C)[C@]1(C)C[C@H]2O (stereo not given in full) | 8.4 | · | -4.8 | 0.9 | 10.8 | -0.6 | 1.01 | · | 0.916
NNC(=O)c1cccc(S(=O)(=O)Nc2cccc(C(F)(F)F)c2)c1 | 5.7 | 0.5 | -0.6 | 4.6 | 0.1 | 6.3 | 0.937 | 4.4 | 0.943

Entries of single compounds from above. Values in the order: hIAP inh | NR3A LBD binder | MIN6 prolif | A3A deaminase | APOBEC3G inh | mIAP inh | mIAP act | MPTP block | hIAP activ
COc1cccc(OCc2nc3ccccc3[nH]2)c1 across the screens: -19.3 | -1.0 | -3.1 | -2.3 | -12.6 | -11.6 | 1.12 | -1.1 | 1.19
COc1ccc(-n2nc3c(N4CCC(C(=O)NCCc5ccccc5C)CC4)nnc(C)c3c2C)cc1 across the screens: -5.6 | 0.4 | -2.8 | -0.9 | 8.6 | -2.9 | 1.03 | 0.5 | 1.06
O=C(CNc1ccccc1)N/N=C/c1ccc2c(c1)OCO2 across the screens: -1.7 | -1.3 | 2.0 | -3.6 | -2.1 | 0.5 | 0.995 | 0.0 | 1.02

Next part:
structure | hIAP inh | NR3A LBD binder | MIN6 prolif | A3A deaminase | APOBEC3G inh | mIAP inh | mIAP act | MPTP block | hIAP activ
COc1ccc(C(=O)N2CCNC(=O)C2CC(=O)Nc2ccc(C)c(C)c2)cc1 (stereo not given) | -9.6 | 2.2 | 1.6 | -0.4 | -8.5 | -3.9 | 1.04 | -1.3 | 1.1
Fc1ccc(OCCCn2ccnc2)cc1 | -4.4 | -3.0 | 1.2 | -5.9 | -5.8 | 1.7 | 0.983 | 2.3 | 1.04
COc1ccc(CCN2CCCC(CN(C)Cc3cccc(OC)c3)C2)cc1 (stereo not given) | -12.6 | 1.4 | -0.9 | -9.3 | 3.6 | -9.5 | 1.09 | 0.1 | 1.13
Cc1ccc(OCC(=O)N2CC(C)OC(C)C2)c([N+](=O)[O-])n1 (stereo not given) | -12.8 | -2.5 | -4.0 | 0.6 | -2.6 | -7.6 | 1.08 | 17.1 | 1.13
O=C(COC(=O)c1ccccc1Cl)NC1CCCCCC1 | 0.2 | 1.2 | -2.4 | 0.4 | -1.2 | -0.6 | 1.01 | 0.1 | 0.998
CCCCN(C(=O)c1ccc(C)o1)c1c(N)n(CCCC)c(=O)[nH]c1=O | 0.5 | 1.2 | -3.0 | -1.0 | 3.1 | -3.9 | 1.04 | -0.2 | 0.995
COc1ccc(/C=N/NC(=O)CCC(=O)Nc2ccc(F)cc2)c(OC)c1 | 18.9 | 0.1 | -1.4 | -1.8 | -7.4 | -2.6 | 1.03 | 0.1 | 0.811
CC1=C(C(=O)Nc2ccccc2C)C2(CCCC2)C(C(N)=O)C(=O)N1 (stereo not given) | 14.7 | 1.3 | 0.1 | 0.4 | -6.3 | 8.1 | 0.919 | -0.4 | 0.853
CC(C)N(C)C1CCN(C(=O)Nc2ccc(Cl)cc2)CC1 | 0.3 | -0.1 | -4.0 | -1.7 | 4.4 | 3.3 | 0.967 | -1.2 | 0.997
COC(=O)CCCC1=CC2=CC(=O)C(C)(OC(=O)c3cccs3)C(=O)C2=CN1Cc1ccc2c(c1)OCO2 (stereo not given) | 12.2 | -1.8 | 5.0 | -1.0 | -4.5 | 8.9 | 0.911 | -0.8 | 0.878
CCc1nc2ccccc2c(C(=O)Nc2ccc(F)cc2)c1C | 6.9 | 0.5 | -1.7 | 1.2 | -2.2 | -3.8 | 1.04 | 0.1 | 0.931
CC(=O)Nc1cccc2c1Cc1ccccc1-2 | -8.5 | 35.6* | 1.2 | -3.2 | -6.3 | 3.8 | 0.962 | 0.4 | 1.08
COc1ccccc1OCC(=O)N(Cc1nc(-c2ccccc2)no1)C1CCCCC1 | 5.2 | 2.2 | -2.5 | -5.7 | -7.1 | -7.6 | 1.08 | -0.9 | 0.948
Cc1cc(C)n(C(=O)CNC(=O)c2ccc3c(c2)OCCO3)n1 | -11.2 | 4.8 | -2.1 | -1.0 | -3.5 | -2.0 | 1.02 | -7.4 | 1.11
COc1ccc(C(=O)NCCc2cccc(Cl)c2)cc1OC1CCN(C(C)=O)CC1 | -48.6 | 3.2 | -0.3 | -2.2 | -4.2 | -3.6 | 1.04 | 0.2 | 1.49
O=[N+]([O-])c1ccccc1S(=O)(=O)Nc1cccc(-c2ccc(N3CCOCC3)nn2)c1 | 0.5 | 1.3 | -6.7 | 2.1 | 9.4 | 4.3 | 0.957 | -0.7 | 0.995
O=C(Cn1c(=O)oc2ccccc21)Nc1ccc(S(=O)(=O)N2CCCCC2)cc1 | -0.6 | -7.7 | -2.1 | -6.1 | -6.3 | -3.5 | 1.03 | -0.6 | 1.01
Cc1sc2ccccc2[n+]1CCC(C)S(=O)(=O)[O-] (stereo not given) | -0.2 | 0.9 | -0.8 | -3.1 | -3.7 | 2.5 | 0.975 | 0.0 | 1
CC(C(=O)O)n1c(-c2ccn[nH]2)n[nH]c1=S (stereo not given) | -7.8 | -1.2 | 0.1 | 0.9 | -2.3 | 18.9 | 0.811 | 0.8 | 1.08
COc1ccc(OCc2cccc(C(=O)O)c2)cc1 | -9.3 | -1.9 | -0.8 | 1.8 | 0.2 | -2.6 | 1.03 | -4.2 | 1.09
Cc1ccnc(NC(=O)c2c(-c3ccccc3Cl)noc2C)c1 | 16.5 | 0.6 | -2.5 | -1.1 | -4.0 | 7.1 | 0.929 | 1.4 | 0.835
Cn1cc([N+](=O)[O-])c(C(=O)Nc2ccn(C34CC5CC(CC(C5)C3)C4)n2)n1 | -8.4 | -1.5 | -3.0 | -2.9 | -6.1 | -6.5 | 1.06 | 1.1 | 1.08

Screening results deposited in PubChem BioAssay by Sanford-Burnham Center for Chemical Genomics.
